High-throughput results deposited in PubChem by several laboratories.
Mtb UGM inh: blocks M. tuberculosis UGM enzyme; P9WIQ1; purified UGM, fluorescence polarization probe displacement; inhibition, % at 10 µM; 320,000 tested, 0.06% active; in the data active means inhibition above about 10%, passing the limit was not always enough; inconclusive means no clear call, values can overlap the other calls
CCHF vOTU inh: blocks the CCHF virus ovarian tumor domain protease | CCHFV vOTU protease, Pep-AMC fluorescence | 370,000 tested, 0.55% active | inhibition, % at 11.5 µM | AID 651958; further: 0% = vehicle wells with enzyme and 100% = no enzyme wells
Mtb FBA inh: inhibitors of M. tuberculosis fructose-bisphosphate aldolase; inhibition, % at 1 µM; P9WQA3; 360,000 tested, 2.3% active; purified M. tuberculosis FBA, fluorescence read-out; in the data active means inhibition above about 27%;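 further: 0% = vehicle and 100% = reference inhibitor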
Target sequence (P9WQA3 whole entry, looked up): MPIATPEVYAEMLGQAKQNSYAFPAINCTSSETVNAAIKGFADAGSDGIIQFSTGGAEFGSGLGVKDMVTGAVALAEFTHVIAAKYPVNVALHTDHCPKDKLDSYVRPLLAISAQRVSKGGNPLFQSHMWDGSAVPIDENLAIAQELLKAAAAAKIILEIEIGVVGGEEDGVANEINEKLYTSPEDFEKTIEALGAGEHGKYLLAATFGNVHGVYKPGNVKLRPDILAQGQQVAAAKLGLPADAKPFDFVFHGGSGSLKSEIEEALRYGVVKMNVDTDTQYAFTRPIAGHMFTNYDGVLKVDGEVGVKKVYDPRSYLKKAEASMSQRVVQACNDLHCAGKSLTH
GDH-TPI counter: counter-screen for M. tuberculosis FBA inhibitors: GDH-TPI coupled enzymes; GDH-TPI coupled enzyme counterscreen, NADH absorbance; inhibition, % at 4.8 µM; 360,000 tested, 1.2% active;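 further: 0% = DMSO wells and 100% = wells lacking the enzyme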
MazEF act: increases E. coli MazEF RNase cleavage of RNA | FAM/BHQ RNA-DNA oligo cleavage fluorescence, 5 h | P0AE70 | AID 504720 | activation, % at 20 µM | 350,000 tested, 0.32% active; in the data active means activation above about 50%
Target sequence (P0AE70 whole entry, looked up): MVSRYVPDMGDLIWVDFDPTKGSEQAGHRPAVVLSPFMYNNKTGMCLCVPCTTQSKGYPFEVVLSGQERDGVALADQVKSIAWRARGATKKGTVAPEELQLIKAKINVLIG
BoNT F protease: BoNT F light chain protease inhibition; Multiplex microsphere protease cleavage assay, flow cytometry; inhibition, % at 10 µM; 360,000 tested, 0.22% active; AID 588497; in the data active means inhibition above about 35%, passing the limit was not always enough; inconclusive means no clear call, values can overlap the other calls; further: plate controls were buffer without enzyme for full effect and enzyme alone for no effect
VHR inh abs: DUSP3 (human) phosphatase inhibition. recombinant VHR phosphatase, pNPP absorbance. 290,000 tested, 0.52% active. P51452. AID 1654. inhibition, % at 13.3 µM; in the data active means inhibition above about 50%; further: some compounds called inactive have numbers as strong as hits
Target sequence (P51452 whole entry, looked up): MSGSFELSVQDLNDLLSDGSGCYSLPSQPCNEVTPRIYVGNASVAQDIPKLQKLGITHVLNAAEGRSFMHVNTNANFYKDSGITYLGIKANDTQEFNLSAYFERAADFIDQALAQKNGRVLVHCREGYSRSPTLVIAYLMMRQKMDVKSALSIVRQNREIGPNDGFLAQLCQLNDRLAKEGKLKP
Mtb BioA inh: inhibitors of Mycobacterium tuberculosis BioA enzyme; purified M. tuberculosis BioA enzyme, plate reader; inhibition, % at 9.99 µM; 360,000 tested, 0.096% active; in the data active means inhibition above about 40%; inconclusive means no clear call, values can overlap the other calls
Rv3671c inh: inhibits the M. tuberculosis serine protease Rv3671c. P9WHR9. inhibition, % at 5.96 µM. 320,000 tested, 0.048% active. AID 2606; in the data active means inhibition above about 38%;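 further: extracellular domain of Rv3671c used as enzyme; 0% = enzyme with DMSO and 100% = no enzyme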
Target sequence (P9WHR9 whole entry, looked up, the tested form may be a part): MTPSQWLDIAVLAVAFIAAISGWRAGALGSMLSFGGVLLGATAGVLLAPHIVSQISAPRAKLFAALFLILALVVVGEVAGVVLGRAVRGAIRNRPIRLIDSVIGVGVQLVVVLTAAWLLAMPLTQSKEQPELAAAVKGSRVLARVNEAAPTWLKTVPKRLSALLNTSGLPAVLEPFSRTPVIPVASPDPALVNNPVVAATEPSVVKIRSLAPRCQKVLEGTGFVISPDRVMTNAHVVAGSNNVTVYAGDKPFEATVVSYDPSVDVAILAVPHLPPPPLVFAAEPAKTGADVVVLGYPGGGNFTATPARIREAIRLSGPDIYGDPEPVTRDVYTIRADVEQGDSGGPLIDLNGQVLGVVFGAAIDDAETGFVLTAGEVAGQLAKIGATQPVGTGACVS
FadD28 binding: M. tuberculosis FadD28 bisubstrate binding inhibition. inhibition, % at 12.5 µM. 360,000 tested, 0.22% active. AID 588549. FadD28 bisubstrate probe binding, fluorescence polarization; in the data active means inhibition above about 8.5%, passing the limit was not always enough; inconclusive means no clear call, values can overlap the other calls
Active calls of the source: *; ? = inconclusive; · = no result given; & = joins results of further samples. Unless noted, no stated cut-off is given here; in the data, active means inhibition above about 30%; inactive means the rest.

SMILES	Mtb UGM inh	CCHF vOTU inh	Mtb FBA inh	GDH-TPI counter	MazEF act	BoNT F protease	VHR inh abs	Mtb BioA inh	Rv3671c inh	FadD28 binding
Cc1ccc(/C=C2/SC(=S)N(CC(=O)Nc3ncc(Cc4ccc(C)cc4)s3)C2=O)cc1	0.2	6	0	5	-3	10	-27	·	-11	-0.6
COc1ccc(CNC(=O)CN(C(=O)CCC(=O)Nc2ccccn2)c2cc(C)ccc2C)cc1	1.7	0	2	6	0	-7	8	-1.7	2	-0.4
Cc1ccc(C(NC(=O)C2CCN(Cc3ccc(Cl)c(Cl)c3)CC2)c2ccccn2)cc1 (stereo not given)	·	21	0	2	·	-4	·	3.0	·	-2.1
O[C@@H]1C[C@H](c2ccc(Cl)cc2)N(CC2CCCCC2)C[C@H]1n1cc(C2CC2)nn1	·	0	0	6	10	9	·	-2.3	·	-2.3
O=C(O)[C@H](Cc1ccccc1)NC(=O)C(c1ccccc1)(c1ccccc1)c1ccccc1	5.0	13	-2	-11	0	2	0	1.6	-4	-2.6
O=C(/C=C/c1ccc(S(=O)(=O)N2CCOCC2)cc1)N1CCN(c2ccccc2)CC1	-1.5	-11	8	3	-32	3	34	·	2	-2.8
COc1ccc(NC(=O)CSc2nc3ccccc3c(=O)n2CCCN2CCCCC2)c(OC)c1	-0.8	1	0	-4	5	-8	-10	1.4	6	-2.5
CCOC(=O)CSc1cc(CS(=O)(=O)c2ccccc2)nc(-c2ccccc2)n1	-1.3	8	-2	9	-2	-2	14	-2.1	6	-0.5
O=C(COC(=O)c1cccc(Br)c1)NCCc1ccc(F)cc1	-0.7	-7	3	3	7	-1	-6	·	3	-1.3
COc1ccc(C2CC(=O)C3=C(C2)Nc2ccccc2N(C(C)=O)C3c2ccco2)cc1 (stereo not given)	-1.0	-1	3	47*	1	10	25	0.9	1	1.7
CC(=O)N1CCN(c2ccc(NCc3ccco3)cc2)CC1	-1.1	-5	2	6	4	-8	·	0.4	-5	-1.5
O=C(Nc1ccccc1C(F)(F)F)C1CCN(C(=O)Cc2ccccc2)CC1	1.5	-6	3	-2	2	-12	40	-2.4	-5	-0.5

Only Mtb FBA inh, for five of the compounds above:
canonical_smiles	Mtb FBA inh
COc1ccc(CNC(=O)CN(C(=O)CCC(=O)Nc2ccccn2)c2cc(C)ccc2C)cc1	2
O=C(O)[C@H](Cc1ccccc1)NC(=O)C(c1ccccc1)(c1ccccc1)c1ccccc1	-2
CC(=O)N1CCN(c2ccc(NCc3ccco3)cc2)CC1	2
CCOC(=O)CSc1cc(CS(=O)(=O)c2ccccc2)nc(-c2ccccc2)n1	-2
Cc1ccc(C(NC(=O)C2CCN(Cc3ccc(Cl)c(Cl)c3)CC2)c2ccccn2)cc1 (stereo not given)	0

Later entries:
SMILES	Mtb UGM inh	CCHF vOTU inh	Mtb FBA inh	GDH-TPI counter	MazEF act	BoNT F protease	VHR inh abs	Mtb BioA inh	Rv3671c inh	FadD28 binding
NNc1nc2c(-c3ccc(Cl)cc3)nnn2c2ccccc12	-0.7	0	16	7	-2	-9	17	-0.2	-10	-1.7
CC(C)COC(=O)Cn1cnc2ccc(Br)cc2c1=O	-1.5	10	-14	-4	-7	5	44	0.3	-4	-4.3
CCOc1ccccc1OCCCC(=O)NCCc1ccc(S(N)(=O)=O)cc1	-0.8	1	2	-7	12	-2	38	-0.7	-7	-1.0
COC(=O)CNC(=O)COC(=O)Cc1ccc(Cl)cc1	1.1	-13	-5	-8	0	-7	6	·	-13	-2.0
COC(=O)/C(C#N)=C1/SC=C(C)N1c1ccccc1	1.5	13	-3	27	5	-8	10	0.6	4	0.0
C=CCN1[C@H](COCc2ccccc2)C=CS1(=O)=O	·	2	2	·	·	0	·	-1.7	·	0.9
OCCN(CCO)CC(O)COCCC12CC3CC(CC(C3)C1)C2 (stereo not given)	0.7	4	-3	5	-6	-5	-10	-1.4	-3	-1.1
CSc1n[nH]c(-c2ccc(C(F)(F)F)cc2)n1	-5.1	-2	12	4	0	?	27	·	-1	0.0
CCOC(=O)N1CCN(Cc2nc(-c3cccc(C)c3)no2)CC1	1.3	13	3	-1	1	2	26	-0.9	-7	1.5
CCCNC(=O)C1(C)CCN(C(=O)c2cc(F)ccc2C)C1 (stereo not given)	·	6	-1	15	·	1	·	0.4	·	-1.8
CCOc1ccc(C(=O)NCC(=O)OCC(=O)N2CCCC2)cc1	-1.7	-8	0	4	-21	1	18	·	2	-0.4
CC(=O)N1CCc2cc(Br)cc(S(=O)(=O)N3CCCCC3)c21	0.9	4	-5	-4	14	-20	10	·	3	-4.4
O=C(O)COc1ccc(C(NC(=O)c2c(F)cccc2F)NC(=O)c2c(F)cccc2F)cc1	1.4	-15	1	-1	5	-15	18	-1.0	-3	0.8
CCCCNC(=S)NNC(=O)c1cc(C)on1	-2.6	7	-1	-1	3	-10	18	0.4	2	0.4
CC(OC(=O)CN1C(=O)c2ccccc2C1=O)C(=O)N(C)c1ccccc1 (stereo not given)	-0.6	1	-1	-8	5	0	·	·	5	-2.5
O=C1CCCc2cc3c(cc21)CCCC3	·	9	-2	-5	-8	0	·	0.0	·	-2.7
CN(CC(=O)NCC1CCCO1)S(=O)(=O)c1ccc(Br)cc1 (stereo not given)	0.3	-10	-2	5	1	7	21	-0.6	2	·
O=C(NCCNC(=O)c1ccccn1)c1ccc(-c2ccccc2)cc1	2.2	6	0	4	14	·	14	-1.0	-3	0.5
COc1ccc(OCc2n[nH]c(=S)n2Cc2ccco2)cc1	2.4	-15	3	-3	11	2	9	·	11	1.7
Cc1nc(SCC(=O)c2ccccc2)[nH]c(=O)c1Oc1ccc(Cl)cc1	0.4	13	-1	4	-7	-10	20	·	-3	-3.1
COc1ccc(-c2cc(C(=O)c3c(N)n(C)c(=O)n(C)c3=O)c3ccccc3n2)cc1	-2.0	-9	6	35*	-3	-8	-7	·	1	-0.6
CCCCC(=O)NC(c1ccc(N(CC)CC)cc1)c1ccc2cccnc2c1O (stereo not given)	4.2	2	2	20	-4	27	30	-0.4	18	-1.5
O=C(COC(=O)c1ccccc1OCc1ccccc1Cl)NC1CC1	-0.4	-3	-1	-6	1	?	0	0.3	5	-3.8
CN(C)Cc1c(C(=O)N/N=C/c2ccc(OCc3ccc(F)cc3)cc2)nnn1-c1nonc1N	0.9	0	3	4	11	17	16	-1.3	-7	-1.8
COc1ccc(S(=O)(=O)N2CCCCCC2)cc1	-2.4	2	4	-4	0	1	-25	0.3	6	-0.5
CC1CC(C)CN(CC(=O)c2ccc(OC(F)F)cc2)C1 (stereo not given)	0.7	6	-1	-2	-1	-6	15	0.2	4	-2.6
C[C@H]1CN([C@@H](C)CO)S(=O)(=O)c2ccc(C#CC3(O)CCCC3)cc2O[C@@H]1CN(C)C(=O)Cc1cccnc1	·	-6	2	5	1	4	·	3.1&-1.5&0.0	·	-0.8
O=C(Nc1cc(Cl)cc(Cl)c1)N1Cc2ccccc2-n2nncc2C1	·	5	1	9	14	-7	·	0.8	·	-4.8
C/C(=N\Nc1cc(C)nc(-c2ccccc2)n1)c1cccc([N+](=O)[O-])c1	-3.7	-2	3	3	3	-7	26	·	-9	1.5
CC(=O)N1CCc2cc(C(=O)CN3CCN(c4cccc(Cl)c4)CC3)ccc21	-1.0	0	-2	14	5	-4	-16	8.0	-4	-2.5
COc1ccc(S(=O)(=O)NCCN2CCOCC2)c2ccccc12	0.6	-2	-3	-1	2	-3	14	-2.5	0	-4.5
OC(CNC1Cc2ccccc2C1)COc1ccc(Cl)cc1 (stereo not given)	-1.6	9	0	6	2	?	12	·	-2	-1.1
CC(=O)C1=C(c2ccccc2)N(C(C)=O)n2c(C)nnc2S1	2.0	-11	-1	-10	8	-1	18	·	21	-3.3
CC1CCCCC1NC(=O)c1cn(C)c2ccc(S(=O)(=O)N3CCCC3)cc2c1=O (stereo not given)	2.6	8	-2	9	-4	-3	14	1.3	1	-3.1
O=C1NC(=Nc2ccc(Cl)cc2)SC1Cc1cccc(Cl)c1Cl (stereo not given)	-1.5	4	0	10	-10	0	-5	-1.2	-7	-2.6
Cc1ccccc1CS(=O)(=O)Cc1ccc(C(=O)N2CCOCC2)o1	·	-2	-3	-1	-2	-13	19	·	-5	0.2
CN(C(=O)OC(C)(C)C)c1ccc(-c2nc3ccccc3s2)cc1	-0.1	-16	45*	18	2	11	·	8.4	-14	-0.8
CCCC(=O)Nc1ccc2c(c1)C(=O)N(CCC(=O)O)C2=O	0.3	-62	41*	14	-4	4	4	·	-1	-1.9
CSc1ccccc1OCc1cc(C(=O)NCCn2ccnc2C)no1	-0.2	-4	-1	5	-2	0	10	2.4	-6	-1.1
N=C1/C(=C/c2ccc(OCc3ccccc3)cc2)C(=O)N=C2SC(CC(=O)N3CCOCC3)=NN12	0.2	-5	-1	8	1	-1	2	-1.0	-6	-5.1
COc1ccccc1NC(=O)CSc1nnc(COc2ccccc2C)o1	-0.2	12	-1	-2	0	0	7	-3.3	-11	-0.4
Cc1ccc(C(C)NC(=O)C2CCCC2)cc1C (stereo not given)	1.9	2	2	-3	9	?	21	-0.6	-6	0.4
NC(CCc1ccccc1)c1csc(NC(=O)Nc2cccc(Cl)c2)n1 (stereo not given)	·	14	-2	-4	·	-31	·	0.5	·	-15
CC(=Cc1ccccc1)C=C1SC(=S)N(CCCC(=O)Nc2ccc(C(=O)O)c(O)c2)C1=O	·	20	-4	31*	·	-5	·	5.5	·	6.6
O=C(Nc1ccn(Cc2ccccc2)n1)c1ccc(F)cc1	0.0	7	0	5	-5	-30	13	-1.4	4	-0.5
CC1CN(C(=O)COC(=O)c2cc(=O)c3ccccc3o2)CC(C)O1 (stereo not given)	0.0	-1	-2	-5	1	13	17	-2.0	0	1.2
Cc1c(N(C)S(=O)(=O)c2ccc(Cl)c(C(=O)NCC(C)(C)N3CCOCC3)c2)c(=O)n(-c2ccccc2)n1C	·	12	-1	4	-1	-2	·	-1.8	·	-2.5
O=[N+]([O-])c1ccc(F)cc1Oc1nc(-c2cccnc2)nc2ccccc12	-0.7	8	0	1	5	-5	20	·	6	-4.1
O=C(c1ccc(S(=O)(=O)NCc2ccco2)cc1)N1CCN(c2ccccc2)CC1	-1.2	-14	0	7	3	9	·	1.1	-3	-0.6
O=c1cnnc(Nc2ccc(F)cc2)[nH]1	-0.7	2	-1	-1	3	-1	30	-1.7	-16	-0.8
CCN(CC)Cc1c(C(=O)N/N=C/c2ccncc2)nnn1-c1nonc1N	7.4	-8	0	-7	10	-19	33	16	1	-3.9
CC(C)Cc1cc(CN2CCC(CO)(Cc3cccc(C(F)(F)F)c3)CC2)[nH]n1	-1.7	8	-2	-5	1	-9	15	·	4	-5.2
CCC(C)NC(=O)c1c(-c2cc(Cl)c(OC)c(Cl)c2)noc1C (stereo not given)	0.2	-7	4	5	7	-2	-7	-2.4	-1	0.7
O=C(Nc1ccc2c(c1)CCC2)C1COc2ccccc2O1 (stereo not given)	-2.3	-6	3	-1	-1	0	10	0.7	4	-0.5
O=C(CN1C(=O)c2cccnc2C1=O)c1ccccc1	0.0	-7	0	-18	-4	-6	0	0.0	-9	-3.7
Cc1ccc(-c2[nH]nc3c2C(c2ccc(OC(=O)N4CCOCC4)cc2)C(C#N)=C(N)O3)cc1 (stereo not given)	-1.1	·	0	6	-3	-2	-1	·	-19	0.3
COc1cc(/C=N/NC(=O)c2ccc(CN3c4cccc5cccc(c45)S3(=O)=O)cc2)cc(OC)c1O	·	-10	13	21	1	-3	29	-1.3	·	-2.6
N#Cc1nc(NCC(F)F)nc(Nc2cc(F)cc(F)c2)n1	-4.0	18	2	23	1	-5	·	-1.6	-85	-20
